From PubChem
Cy5 interf NS3h: enhances or quenches Cy5 fluorescence in NS3h assay; actives 6% (n = 16,000); Cy5-dT15 DNA with NS3h, fluorescence interference; actives lie on both sides; signal over control mean, under 1 quenches; fluorescence interference ratio at 100 µM;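 active means compound fluorescence over control fluorescence at most 0.8, a quencher, or at least a set upper limit, an enhancer; inactive means ratio between 0.8 and the set upper limit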
HCV NS3h FP: hepatitis C NS3 helicase inhibition, primary screen; NS3h Cy5-dT15 DNA binding, fluorescence polarization; inhibition, % at 100 µM; actives 1.6% (n = 16,000);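 active means inhibition above the average over every tested compound plus 3 SD, cut at about 40% in these data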
An asterisk follows results filed as active. The order is random (roughly 6.7% active in at least one column).

SMILES | Cy5 interf NS3h | HCV NS3h FP
Cc1ccc2c(c1)-c1c(ssc1=S)C(C)(C)N2C(=O)CSc1nc2ccccc2o1 | 1 | 8
CCN(CC)CCOC(=O)c1ccc(NC(=O)CCN2C(=O)S/C(=C\c3ccc(OC)cc3)C2=O)cc1 | 0.87 | 29
O=C(N/N=C\c1ccc([N+](=O)[O-])o1)c1ccc(O)cc1 | 0.98 | 6
COc1cccc(C2Sc3ccccc3NC3=C2C(=O)c2ccccc23)c1 (stereo not given) | 1 | 16
COC(=O)c1cc(C(=O)N2CCc3ccccc3C2)cc([N+](=O)[O-])c1 | 1 | 3
CCOc1ccc(C(=O)Nc2ccncc2)cc1 | 0.97 | -7
Cc1ccccc1/C=C1\SC(=NCc2ccccc2)N(Cc2ccccc2)C1=O | 1 | 10
O=[N+]([O-])c1ccc(Cl)cc1NCCOc1ccc(F)cc1 | 0.69* | 21
O=c1c2c(nc3cc(-c4ccc(Cl)cc4)[nH]n13)CCC2 | 1.2 | 29
Cc1cc(I)ccc1NC(=O)COc1ccc(Br)cc1 | 0.97 | 8
COc1ccc(C(=O)Nc2ccc(N3CCN(C(C)=O)CC3)cc2)cc1OC | 1 | 1
O=C(CCC(NC(=O)OCc1ccccc1)C(=O)OCc1ccccc1)Nc1ccccc1 (stereo not given) | 1 | 3
CCOc1ccc(C(=O)Nc2ccc(OC)c(Cl)c2)cc1 | 1 | 6
CCOc1ccc(C(=O)Nc2ccc3nn(-c4ccccc4)nc3c2)cc1Cl | 1.1 | -35
Cc1cc(NC(=O)c2cccc(N(C)C)c2)ccc1Br | 1.1 | 12
O=C(Nc1ccc2c(c1)OCO2)c1cccc(I)c1 | 0.85 | 21
COc1cccc(OCC(=O)Nc2ccc3c(c2)OCCO3)c1 | 1 | 8
CCOC(=O)C(CC(C)C)NC(=O)C(Cc1ccccc1)N1C(=O)c2ccccc2C1=O (stereo not given) | 0.94 | 18
COc1ccc(OC)c(Cn2c(O)c(C=C3C=CC=N3)c(=O)[nH]c2=O)c1 | 0.88 | 17
O=C(/C=C/c1ccccc1)NC(=S)Nc1cccc(NC(=O)c2ccccc2Cl)c1 | 0.95 | -2
COc1cc(C(=O)NC(NC(=S)Nc2cc(Cl)ccc2Cl)C(Cl)(Cl)Cl)cc(OC)c1OC (stereo not given) | 0.92 | 7
O=C(CC(Nc1ccc2ncccc2c1)c1ccc(F)cc1)c1ccccc1 (stereo not given) | 0.87 | 4
CC1C(C(=O)N(C=O)c2ccc(Br)cc2)C2C=CC1C21CC1 (stereo not given) | 1.1 | 1
O=C(CN1CCCCC1)Nc1ccc(I)cc1 | 1.1 | 0
NS(=O)(=O)c1ccc(NC(=O)COc2ccc3ccccc3c2)cc1 | 1 | 15

Cy5 interf NS3h: hit marks shown above
SMILES | Cy5 interf NS3h | HCV NS3h FP
O=[N+]([O-])c1ccc(Cl)cc1NCCOc1ccc(F)cc1 | 0.69* | 21

Going on with the list:
SMILES | Cy5 interf NS3h | HCV NS3h FP
Cc1ccc(-n2nc(C)c3c(=O)oc(C)cc32)cc1 | 1 | 1
CCC1=NN2C(=N)/C(=C/c3ccc(OCc4ccccc4)cc3)C(=O)N=C2S1 | 0.99 | 3
COC(=O)CN(c1ccccc1Cl)S(C)(=O)=O | 1.1 | 3
CC[n+]1ccccc1/C=C\c1ccc(O)cc1 | 1.1 | 5
CCOc1ccc(C(=O)NCCNc2ccc(Cl)cc2[N+](=O)[O-])cc1Br | 0.98 | 6
CC(=O)Nc1ccc(-n2c(C)cc(/C=C(/C#N)C(=O)Nc3ccc(Cl)cc3)c2C)cc1 | 1 | 11
Cc1ccc(C)c(NCC(=O)Nc2c(C)cccc2C)c1 | 0.95 | 5
Cc1ccc(OCC(=O)Nc2ccc([N+](=O)[O-])cc2)c(C)c1 | 0.97 | -1
COc1ccc(-n2nc3cc(C)c(NC(=O)c4ccco4)cc3n2)cc1 | 1.1 | 24
N#Cc1ccccc1OCC(=O)N/N=C\C=C\c1ccc([N+](=O)[O-])cc1 | 0.58* | 26
Cc1cc(-c2ccc(C)o2)c(C#N)c(=S)[nH]1 | 1.1 | -1
CS(=O)(=O)N1CCN(c2ccc([N+](=O)[O-])c(NC3CC3)c2)CC1 | 0.89 | 10
COc1cc(OC)cc(C(=O)Nc2cc(C)ccc2OC)c1 | 0.94 | -1
COc1ccc(OCCn2cc(C=O)c3ccccc32)cc1 | 0.99 | 4
O=C(NCCNc1ccc([N+](=O)[O-])cc1Cl)c1ccccc1Br | 0.96 | 5
O=C(CSc1n[nH]c(-c2ccccc2)n1)c1ccccc1 | 0.88 | 10
COc1cc(NC(=O)c2ccc(C(C)(C)C)cc2)ccc1NC(=O)c1cc2ccccc2o1 | 1.1 | 8
CC(C)C(NC(=O)c1ccc(CN(c2ccccc2)S(C)(=O)=O)cc1)C(C)C | 1.1 | -4
CC(C)(C)N1C(=O)NC(=O)C(=Cc2ccc(Br)s2)C1=O | 0.94 | 26
COc1ccc([N+](=O)[O-])cc1/C=C1\SC(=S)N(C2CCCCC2)C1=O | 1 | 0
O=[N+]([O-])c1ccc(Oc2ccc(S(=O)(=O)Nc3ccccn3)cc2)cc1 | 0.96 | 10
Cc1cc(C)cc(NC(=O)C(=O)NCc2ccccn2)c1 | 1 | 15
CCOC(=O)C1=C(C)N=c2s/c(=C\c3ccc(C(=O)O)cc3)c(=O)n2C1c1ccc(OC)cc1 (stereo not given) | 0.92 | 24
CCCC(C)NS(=O)(=O)c1ccc([N+](=O)[O-])cc1 (stereo not given) | 1 | 7
CCOc1ccc(/C=C2\C(=O)NC(=S)N(c3cccc(Cl)c3)C2=O)cc1Cl | 0.9 | 9

Whole records from above. Screens in order: Cy5 interf NS3h	HCV NS3h FP
O=C(NCCNc1ccc([N+](=O)[O-])cc1Cl)c1ccccc1Br across the screens: 0.96	5
CC[n+]1ccccc1/C=C\c1ccc(O)cc1 across the screens: 1.1	5
CCCC(C)NS(=O)(=O)c1ccc([N+](=O)[O-])cc1 (stereo not given) across the screens: 1	7
CCOC(=O)C1=C(C)N=c2s/c(=C\c3ccc(C(=O)O)cc3)c(=O)n2C1c1ccc(OC)cc1 (stereo not given) across the screens: 0.92	24
Cc1ccc(C)c(NCC(=O)Nc2c(C)cccc2C)c1 across the screens: 0.95	5

Continued:
SMILES | Cy5 interf NS3h | HCV NS3h FP
CCOC(=O)c1c[nH]c2ccc(OCC)cc2c1=O | 1.1 | -6
O=C(Oc1ccc2oc(=O)sc2c1)c1ccccc1Br | 0.91 | 10
O=C(Nc1ccccc1I)c1ccccc1C(F)(F)F | 0.95 | 9
Cc1ccc(N2NC(=O)/C(=C\c3cccc([N+](=O)[O-])c3)C2=O)cc1 | 0.89 | 17
O=C1NC(=O)N(c2cccc(Cl)c2)C(=O)/C1=C/c1ccc(Oc2ccc([N+](=O)[O-])cn2)cc1 | 0.94 | 10
Cc1ccc(OCC(=O)Nc2ccc(C(N)=O)cc2)c(Br)c1 | 1 | -1
CCN(CC)CCN1C(=O)C(O)=C(C(=O)/C=C/c2ccccc2)C1c1ccccc1Cl (stereo not given) | 1.1 | -2
O=C(Nc1ccc2c(c1)OCO2)c1cnn2c1NC(c1cccs1)CC2C(F)(F)F (stereo not given) | 0.93 | -9
COc1ccc(NC(=O)/C(C#N)=C/c2cn(Cc3ccc(F)cc3)c3ccccc23)cc1 | 1 | 7
C=CCn1c(COc2ccccc2)nnc1SCC(=O)O | 1 | 0
CCOC(=O)Nc1cc([N+](=O)[O-])ccc1Cl | 0.98 | 19
Cc1ccc(NCCC(=O)c2ccc(Br)cc2)cc1C | 0.95 | 13
COc1cc(/C=C2/SC(=S)N(CCC(=O)Nc3nnc(C)s3)C2=O)cc(OC)c1OC | 0.94 | 0
COCCN1C(=O)/C(=C\c2ccc(-c3cccc([N+](=O)[O-])c3)o2)SC1=S | 1.1 | 5
CCc1ccc2oc(-c3cccc(NC(=O)c4ccccc4C)c3)nc2c1 | 1.1 | -1
O=C1CSC(=S)N1/N=C\c1ccccc1OS(=O)(=O)c1ccccc1 | 1.1 | 1
COc1c(Cl)cc(C(=O)Nc2ccc3oc(-c4ccccc4)nc3c2)cc1Cl | 1.1 | -37
O=C(c1ccc(Cl)c([N+](=O)[O-])c1)N1CCC(Cc2ccccc2)CC1 | 0.85 | 2
O=C(O)CN(c1ccc(Cl)cc1)S(=O)(=O)c1ccccc1 | 1 | -4
CC(=O)Nc1ccc(-n2c(C)cc(/C=C(/C#N)C(=O)Nc3cccc(C)c3)c2C)cc1 | 0.98 | 4
O=C(COc1ccc(Br)cc1)Nc1ccc(Cl)cn1 | 1.1 | 12
C=CCc1ccc(OCC(O)CN2CCN(CC)CC2)c(OC)c1 (stereo not given) | 0.95 | -1
COc1ccccc1N1CCN(C(=O)c2ccc(N(C)C)cc2)CC1 | 0.66* | -2
COc1cc(C(=O)NCc2ccc(C)cc2)c([N+](=O)[O-])cc1OC | 0.69* | 16
COc1ccc(C2(C(N)=O)CCOCC2)cc1OC | 1.1 | 5
The results go on.
SMILES | Cy5 interf NS3h | HCV NS3h FP
Cc1oc2cc(Br)c(O)cc2c1C(=O)OC(C)C | 0.96 | 9
O=S(=O)(N=C(Nc1ccccc1)c1ccccc1)c1ccccc1 | 1 | 8
Cc1cc(Br)ccc1OCC(=O)O/N=C(/N)c1ccccn1 | 0.95 | 9
COc1ccc(C2=NN(C(=O)CCC(=O)O)C(c3ccccc3OC)C2)cc1 (stereo not given) | 1 | 20
COC(=O)C1=C(N)Oc2n[nH]c(C)c2C1c1ccc(Br)cc1 (stereo not given) | 0.99 | 9
Fc1cccc(Cl)c1Cc1noc(/C=C/c2ccccc2)n1 | 1 | 3
CCCOP(=O)(OCCC)C(Nc1cccc(C(F)(F)F)c1)c1ccc(C)cc1 (stereo not given) | 1.2 | 1
Cc1ccc(C2Nc3ccccc3NC3=C2C(=O)CC(c2ccccc2)C3)s1 (stereo not given) | 1 | 3
Cn1c(CC(O)(c2ccccc2)c2ccccc2)nc2ccccc21 | 1.1 | 12
O=C(Nc1ccc(/C=C/c2ccccc2)cc1)c1ccc(F)cc1 | 1 | 3
O=C(NCC1CCCO1)c1cc2n(n1)C(C(F)(F)F)CC(c1ccc(Cl)cc1)N2 (stereo not given) | 0.89 | 0
Cc1cc([N+](=O)[O-])ccc1NC(=O)/C=C/c1ccccc1Cl | 1.1 | 5
COc1ccc(N(CC(=O)Nc2cccc3ccccc23)S(C)(=O)=O)cc1Cl | 0.99 | 11
O=C(NCCCO)C(=O)NCc1ccccc1Cl | 1.1 | 6
CC1=C(C(=O)OCCOC(C)C)C(c2coc3ccccc3c2=O)C2=C(CCCC2=O)N1 (stereo not given) | 1.1 | -1
CC1=CC(C)(C)N(C)C(=S)N1c1ccccc1 | 0.97 | -4
CC1=C(C(=O)Nc2cccc(Cl)c2C)C(c2cccs2)NC(=O)N1 (stereo not given) | 0.98 | 0
O=C1NC(=O)/C(=C\c2ccc(Cl)cc2Cl)S1 | 0.96 | -6
CCn1ccnc1C(O)c1ccccc1OC (stereo not given) | 0.97 | -12
CC(=O)ON1C(c2ccccc2)N=C(c2ccccc2)C1(C)C (stereo not given) | 1 | 1
CC(C)OC(=O)COc1ccc2c(-c3ccccc3)cc(=O)oc2c1 | 1 | 12
COc1ccc(N(CC(=O)Nc2ccc(Cl)cc2)S(C)(=O)=O)cc1 | 1 | 8
Cc1nn(-c2ccccc2)c2c1C(c1ccccc1)C(C#N)=C(N)O2 (stereo not given) | 0.94 | 7
CCN1C(=O)/C(=C\c2ccc(-c3ccc([N+](=O)[O-])cc3Cl)o2)SC1=S | 1 | 2
Cc1ccc(SCC(=O)Nc2cccc(Br)c2)cc1 | 1 | 4

2 entries from above, set out differently.
O=C1CSC(=S)N1/N=C\c1ccccc1OS(=O)(=O)c1ccccc1
  Cy5 interf NS3h: 1.1	HCV NS3h FP: 1

COc1c(Cl)cc(C(=O)Nc2ccc3oc(-c4ccccc4)nc3c2)cc1Cl
  Cy5 interf NS3h: 1.1	HCV NS3h FP: -37

Look-ups from the entries so far.
Cy5 interf NS3h result of `Cc1ccc(C2Nc3ccccc3NC3=C2C(=O)CC(c2ccccc2)C3)s1` (stereo not given) stands at 1
HCV NS3h FP result of `O=C(NCCCO)C(=O)NCc1ccccc1Cl` stands at 6
Cy5 interf NS3h result of `CC1=C(C(=O)OCCOC(C)C)C(c2coc3ccccc3c2=O)C2=C(CCCC2=O)N1` (stereo not given) stands at 1.1
Cy5 interf NS3h result of `Cn1c(CC(O)(c2ccccc2)c2ccccc2)nc2ccccc21` stands at 1.1
HCV NS3h FP result of `CCCOP(=O)(OCCC)C(Nc1cccc(C(F)(F)F)c1)c1ccc(C)cc1` (stereo not given) stands at 1
Cy5 interf NS3h result of `COC(=O)C1=C(N)Oc2n[nH]c(C)c2C1c1ccc(Br)cc1` (stereo not given) stands at 0.99
HCV NS3h FP result of `CC(=O)ON1C(c2ccccc2)N=C(c2ccccc2)C1(C)C` (stereo not given) stands at 1

New compounds follow:
SMILES | Cy5 interf NS3h | HCV NS3h FP
CCOc1ccc(N2C(=O)S/C(=C\c3ccccc3OC)C2=O)cc1 | 0.97 | -4
COc1ccc(C2CC(=O)C3=C(C2)Nc2ccccc2NC3c2ccc3c(c2)OCO3)cc1 (stereo not given) | 0.89 | 31
COc1ccc(N2C(=O)/C(=C/c3ccc(I)o3)SC2=S)cc1 | 0.99 | -4
CN(C)c1nc(-c2cccs2)cs1 | 1 | -1
CC1CCc2nc(NC(=O)c3ccc(S(=O)(=O)N4CCCc5ccccc54)cc3)sc2C1 (stereo not given) | 1.1 | 9
O=C(c1cnn2c(C(F)(F)F)cc(-c3cccs3)nc12)N1CCCc2ccccc21 | 1.1 | 14
COc1ccc(C(=O)CC(Sc2ccccc2NC(C)=O)c2cccc(Br)c2)cc1 (stereo not given) | 1.1 | 12
O=C(/C=C/c1ccc(Br)cc1)NC(=S)N1CCOCC1 | 0.93 | 14
